Source: PubChem (National Center for Advancing Translational Sciences (NCATS))
DT40 TDP1 no CPT: qHTS for Inhibitors of human tyrosyl-DNA phosphodiesterase 1 (TDP1): qHTS in cells in absence of CPT. Potency, µM (highest dose often 46.2 µM), for inactives: at the top dose activity change, negative = growth inhibition, most hits filed as inhibitors. DT40 Tdp1-/- hTDP1 cells, no CPT, ATP luminescence, 48 h. 15% of 420,000 active; note: nearly all actives have a fitted effect of over 55% in size
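Readout: luminescence from CellTiter-Glo after 30 min in the dark at RT. Cells: DT40 Tdp1-/- with stable hTDP1, 400/well. Exposure: compounds alone, ≥48 hr, 37 °C.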
TDP1 inh: inhibitors of human tyrosyl-DNA phosphodiesterase TDP1 | Q9NUW8 | recombinant TDP1, AlphaScreen DNA substrate cleavage | Potency, µM (top dose mostly 130 µM), inactives show top-dose activity change, negative = inhibition, actives largely listed as inhibitors | 0.28% of 350,000 active; note: nearly all actives have a fitted effect of over 40% in size
Target sequence (Q9NUW8 whole entry, looked up): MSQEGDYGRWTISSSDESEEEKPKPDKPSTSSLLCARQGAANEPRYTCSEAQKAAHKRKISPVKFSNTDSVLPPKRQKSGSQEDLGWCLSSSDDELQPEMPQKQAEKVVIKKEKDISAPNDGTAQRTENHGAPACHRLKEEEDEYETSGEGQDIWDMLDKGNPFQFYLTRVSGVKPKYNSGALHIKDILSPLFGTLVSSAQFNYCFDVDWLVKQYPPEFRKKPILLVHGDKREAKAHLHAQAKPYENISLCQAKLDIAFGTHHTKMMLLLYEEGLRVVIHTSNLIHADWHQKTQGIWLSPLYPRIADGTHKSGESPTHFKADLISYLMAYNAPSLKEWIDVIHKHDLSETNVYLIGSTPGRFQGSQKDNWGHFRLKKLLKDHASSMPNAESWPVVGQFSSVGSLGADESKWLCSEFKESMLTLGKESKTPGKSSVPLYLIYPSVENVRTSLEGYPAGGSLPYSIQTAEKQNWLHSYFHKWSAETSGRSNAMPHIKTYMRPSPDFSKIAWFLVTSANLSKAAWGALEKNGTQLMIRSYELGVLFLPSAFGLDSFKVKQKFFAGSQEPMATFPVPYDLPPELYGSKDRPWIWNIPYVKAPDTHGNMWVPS
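Recombinant E. coli-expressed Tdp1 (1 nM) preincubated with compound 15 min at RT, then 5'-biotin/3'-phosphotyrosine-FITC DNA substrate (15 nM) added for 5 min. AlphaScreen beads (10 ug/ml) added, 10 min RT; tyrosine-FITC cleavage read as signal loss.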
KAT2A inh: GCN5L2 (KAT2A) acetyltransferase inhibition; Q92830; GCN5L2 HAT assay, ThioGlo1 CoA-SH fluorescence; Potency, µM (series often up to 58.9 µM), without a hit: at the top dose activity change, negative = inhibition, actives largely listed as inhibitors; 0.21% of 390,000 active
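Free CoA generated was detected with ThioGlo1 (50uM) fluorescence at Ex340nm/Em540nm, read immediately and after 20 min at room temperature. Enzyme, 20 nM in HEPES pH 7.5 buffer, saw compounds 15 min before adding 75uM H3(1-25) peptide and 70uM acetyl-CoA.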
* hit, by the source's call; u = inconclusive; x = no result given; ! = repeats disagree; [ ] = another dose, or the depositor's remark. Calls come from the whole dose curve; as a rule, active = well fitted curve in the direction sought with a large enough effect; inconclusive = small, poorly fitted or top-dose-only effect, or another doubt; inactive = no such curve, though single readings can be large; an effect the other way counts as inactive or inconclusive. % is set by controls: 0 for no effect and ±100 for the full control effect; potency is the fitted concentration of half-maximal effect. A portion of the library; rates above refer to the full screens.

SMILES	DT40 TDP1 no CPT	TDP1 inh	KAT2A inh
CC1CCc2c(C(=O)Nc3ccc(OC(F)(F)F)cc3)csc2C1 (stereo unspecified)	u	0.0%	-1.3%
CCc1c(C(=O)N/N=C/c2cn[nH]c2-c2ccc(F)cc2)csc1C	-3.4%	7.6%	-5.8%
Cc1csc(=Nc2ccccc2)n1C	-1.5%	9.3%	-1.0%
COc1cccc(CCC(=O)N2CCC(n3nccc3NC(=O)C3CCOC3)CC2)c1 (stereo unspecified)	0.7%	-2.2%	2.4%
COc1ccc(-n2c(C)cc(/C=N/Nc3nnc(C)n3N)c2C)cc1	16.4µM*	5.7%	-3.7%
COC(=O)c1ccsc1NC(=O)CCS(=O)(=O)c1ccc(Cl)cc1	18.4µM*	x	-5.0%
COC(=O)c1ccc(/C=C/c2nc3ccccc3c(=O)[nH]2)cc1	3.1%	1.6%	-4.5%
C=C(C)Cn1c(N2CCN(CC)CC2)nc2c1c(=O)[nH]c(=O)n2C	-6.6%	1.0%	-0.4%
O=C1OC(N2CCN(c3ccccn3)CC2)c2ccccc21 (stereo unspecified)	1.4%	2.1%	-19.2%
CCc1ccc(C2c3c(-c4ccccc4O)n[nH]c3C(=O)N2Cc2cccnc2)cc1 (stereo unspecified)	u	7.0%	-0.5%
Cn1nc(C(=O)N2CCC(C(N)=O)CC2)c2c1-c1ccccc1SC2	u	x	-3.5%
CCCCCCCCn1c2c(c(=N)c3c1CCC3)CCCC2	1.03µM*	0.0%	9.1%
COc1cc(NC(=O)c2nc3ccccc3nc2N2CCCCC2)cc(OC)c1OC	u	10.0%	-15.7%
Cc1cccc(NC(=O)CN2CCN(C(=O)c3cnn(Cc4ccccc4)c3)CC2)c1C	-11.7%	0.8%[56.1 µM]	-5.0%
COc1ccc(-c2ccc(=O)n(Cc3cc(=O)n4ccccc4n3)n2)cc1	u	2.3%	-3.8%
CC(=O)Nc1ccc(NS(=O)(=O)c2cc(Cl)sc2Cl)cc1	-20.3%	x	-6.7%
CCCCCc1nnc(NC(=O)C2CCCO2)s1 (stereo unspecified)	1.1%	-4.4%	-1.2%
Cc1ccc(C)c(NC(=O)Cn2c(=O)n(Cc3cccs3)c(=O)c3cccnc32)c1	13µM*	-3.9%	-0.8%
Cc1ccccc1CS(=O)(=O)Cc1ccc(C(=O)NCCc2ccc(Cl)cc2)o1	u	10.4%	-1.2%
O=C1CCN(C(=S)NCCc2ccccc2)CC1	4.4%	0.0%	-3.1%
CCC(=O)N1CCc2cc(S(=O)(=O)NC(C(=O)NCc3ccc(OC)cc3)C(C)C)ccc21 (stereo unspecified)	-3.7%	0.0%	1.0%
Cc1ccc(OCCCn2ccnc2)cc1C	18.4µM*	-1.0%	-1.0%
CN1CCN(C(=O)c2ccccc2[N+](=O)[O-])CC1	-0.8%	x	-8.2%
O=C(Cc1c(Cl)cccc1Cl)OCC(=O)N1CCc2ccccc2C1	-8.9%	5.3%	-4.1%
COc1ccc(S(=O)(=O)N(C)c2ccc(C(=O)NCc3ccco3)cc2)cc1OC	-27.5%	3.5%	-15.9%
Cn1cc(S(=O)(=O)N2CCCC2)cc1C(=O)Nc1cccc(C(F)(F)F)c1	u	0.1%	1.1%
CC(Oc1cccc(Cl)c1)C(=O)Nc1ccc(S(=O)(=O)N(C)C2CCN(C)CC2)cc1 (stereo unspecified)	u	1.3%	-7.0%
COc1ccc(S(=O)(=O)Cc2ccc(C(=O)NCc3cccnc3)o2)cc1	u	1.3%	-0.3%
CCOC(=O)N1CCc2c(sc(NCc3cccc(F)c3)c2C(=O)Nc2ccccc2OCC)C1	u	6.6%	-2.9%
CCc1nc(N2CCCCC2)c2oc3ccccc3c2n1	u	-1.0%	x
O=C(Nc1ccc(F)cc1)Nc1ccc2c(c1)OCO2	u	10.3%	0.3%
CCSc1nnc(NC(=O)c2cc(C)oc2C)s1	-17.4%	2.3%	-3.0%
Cc1ccc2nc(-c3cccc(Cl)c3)c(Nc3ccc4c(c3)OCO4)n2c1	-28.5%	7.0%	-7.8%
CCCCc1c(O)nc(SCC(=O)c2ccccc2)n(-c2ccccc2)c1=O	2.59µM*	2.7%	u
Cn1c(=O)c2c(nc(SC3C(=O)CC(C)(C)CC3=O)n2C)n(C)c1=O	-6.9%	9.1%	-3.7%
Cc1cc(C)nc(-n2nc(C)cc2NC(=O)CN2CCCC2)n1	-4.1%	0.0%	-0.9%

Among those listed so far, 11 contain a halogen.
SMILES	DT40 TDP1 no CPT	TDP1 inh	KAT2A inh
CC1CCc2c(C(=O)Nc3ccc(OC(F)(F)F)cc3)csc2C1 (stereo unspecified)	u	0.0%	-1.3%
CCc1c(C(=O)N/N=C/c2cn[nH]c2-c2ccc(F)cc2)csc1C	-3.4%	7.6%	-5.8%
COC(=O)c1ccsc1NC(=O)CCS(=O)(=O)c1ccc(Cl)cc1	18.4µM*	x	-5.0%
CC(=O)Nc1ccc(NS(=O)(=O)c2cc(Cl)sc2Cl)cc1	-20.3%	x	-6.7%
Cc1ccccc1CS(=O)(=O)Cc1ccc(C(=O)NCCc2ccc(Cl)cc2)o1	u	10.4%	-1.2%
O=C(Cc1c(Cl)cccc1Cl)OCC(=O)N1CCc2ccccc2C1	-8.9%	5.3%	-4.1%
Cn1cc(S(=O)(=O)N2CCCC2)cc1C(=O)Nc1cccc(C(F)(F)F)c1	u	0.1%	1.1%
CC(Oc1cccc(Cl)c1)C(=O)Nc1ccc(S(=O)(=O)N(C)C2CCN(C)CC2)cc1 (stereo unspecified)	u	1.3%	-7.0%
CCOC(=O)N1CCc2c(sc(NCc3cccc(F)c3)c2C(=O)Nc2ccccc2OCC)C1	u	6.6%	-2.9%
O=C(Nc1ccc(F)cc1)Nc1ccc2c(c1)OCO2	u	10.3%	0.3%
Cc1ccc2nc(-c3cccc(Cl)c3)c(Nc3ccc4c(c3)OCO4)n2c1	-28.5%	7.0%	-7.8%

Additional compounds:
SMILES	DT40 TDP1 no CPT	TDP1 inh	KAT2A inh
O=C(COc1ccc(Br)cc1)c1ccc2c(c1)CCCC2	23.1µM*	x	-3.9%
Cc1ccc(CNC(=O)CCC2CCCN(Cc3cccc4ncccc34)C2)o1 (stereo unspecified)	u	-2.8%	-0.5%
COc1ccccc1CC(=N)N1C[C@@H]2C(=O)CCC(c3ccccc3)(c3ccccc3)[C@@H]2C1	21.1µM*	17.8%[56.1 µM]	-12.0%
CC1(C(=O)O)CCC(C(=O)NNC(=O)c2ccccc2O)C1(C)C (stereo unspecified)	11.9%	x	3.1%
CCOC(=O)c1ccc(-c2c(-c3ccccc3OC)sc3cc4c(cc23)OCO4)cc1F	u	-3.9%	-4.0%
O=C(NC1CCCC1)C(c1ccc(F)cc1)N(C(=O)c1csnn1)C1CC1 (stereo unspecified)	-9.2%	x	-6.1%
Cc1cc(C(=O)CN2C(=O)NC(Cc3c[nH]c4ccccc34)C2=O)c(C)n1C (stereo unspecified)	u	8.0%	3.7%
COc1ccc(CNC(=O)C23CC4CC(CC(Br)(C4)C2)C3)cc1	1.0%	-11.4%	-5.4%
CN(Cc1cnn(C)c1)C(=O)c1sc2cccc(Cl)c2c1Cl	u	7.5%	-4.4%
CN1CCN(c2oc(-c3ccccc3Cl)nc2S(=O)(=O)c2ccccc2)CC1	u	6.3%	-32.8%
C#CCCCCCCCCCCCCCCCC(=O)O	-21.9%[4.12 µM]	6.1%	11.2µM*!
CC(=O)c1ccc(NC(=O)CCc2ccc(C)o2)cc1	-10.0%	4.8%	0.0%

Part of the list above in order of SMILES length, highest first.
SMILES	DT40 TDP1 no CPT	TDP1 inh	KAT2A inh
O=C(NC1CCCC1)C(c1ccc(F)cc1)N(C(=O)c1csnn1)C1CC1 (stereo unspecified)	-9.2%	x	-6.1%
Cc1ccc(CNC(=O)CCC2CCCN(Cc3cccc4ncccc34)C2)o1 (stereo unspecified)	u	-2.8%	-0.5%
CC(=O)c1ccc(NC(=O)CCc2ccc(C)o2)cc1	-10.0%	4.8%	0.0%

Additional entries:
SMILES	DT40 TDP1 no CPT	TDP1 inh	KAT2A inh
NC(=O)C1CCCCc2c1[nH]c1ccc(Cl)cc21 (stereo unspecified)	6.0%	x	-10.2%
C=CCSc1nsc(NC(=O)Nc2ccc(F)cc2)n1	3.26µM*	x	-16.6%
CCCCn1c(CCCNC(=O)c2ccco2)nc2ccccc21	14.6µM*	3.8%	0.6%
CN(Cc1ccccc1)C(=S)NC(=O)c1ccc(-c2ccccc2)cc1	4.61µM*	2.6%	55.0%[activator]
CCC1CCCN1Cn1cnc2c([nH]c3ccc(OC)cc32)c1=O (stereo unspecified)	12.5%	0.0%	-10.1%
O=C(C1=C[C@@H](c2ccc(Br)cc2)C[C@@H](OCCCCO)O1)N1CCN(Cc2ccc3c(c2)OCO3)CC1	u	1.3%	-12.5%
CCCCOC(=O)c1cc(=O)[nH]c2ccc(C)cc12	-20.7%	2.4%	-11.1%
Cc1cccc(CC2S/C(=N/N=C/c3ccco3)NC2=O)c1 (stereo unspecified)	-13.0%	3.6%	-5.7%
COc1ccc(C(=O)C/C(=C\C(=O)c2ccc(C)cc2)c2ccccc2)cc1	23.1µM*	5.0%	-15.0%
CCN(CC)C(=O)c1sc(NC(=O)c2ccc(Br)o2)c(C(=O)OC)c1C	u	3.6%	-2.1%
Nc1c(-c2nc(-c3ccc4c(c3)OCO4)cs2)c2ccccn2c1C(=O)c1ccc(Cl)cc1	-6.5%	2.5%	-0.8%
CSc1cc(-c2ccncc2)nc(-c2ccc(Cl)cc2)c1	-29.3%	x	-1.8%
OC(c1ccc(F)cc1)C(CN1CCOCC1)c1ccccc1 (stereo unspecified)	u	x	-4.0%
O=C(CN1CCN(c2ccccc2)CC1)Nc1cccc(C(F)(F)F)c1	-13.0%	4.8%	3.2%
Cc1cc(C)cc(C(N)=Nc2cccc(C#N)c2)c1	u	x	u
Cc1ccccc1OS(=O)(=O)c1cn(C)c(=O)n(C)c1=O	-5.9%	2.7%	-1.9%
CN(C)N(C)C(=O)C(O)(c1ccccc1)c1ccccc1	-0.5%	-3.0%	1.2%
CCCCOC(=O)c1ccc(NC(=O)c2csnn2)cc1	-24.4%	2.6%	2.9%
Cc1ccc(C)c(Cn2c3ccccc3c3cnn(CC(=O)NCCCN4CCOCC4)c(=O)c32)c1	u	4.9%	-2.1%
Cc1ccc(-c2nnn(CC(=O)N(CC(=O)NC3CCCCC3)c3ccc(F)c(Cl)c3)n2)o1	20.6µM*	0.0%	-5.1%
CCCOc1ccc(-c2c(C(=O)N/N=C/c3cccs3)nnn2-c2nonc2N)cc1	1.5%	6.0%	-9.6%
O=C(CCCn1cc([N+](=O)[O-])cn1)NC1CCCCCC1	-3.0%	0.0%	-0.8%
CCOc1ccc(NC(=O)COC(=O)c2c(OC)cccc2OC)cc1	u	-7.9%	-6.1%
COc1ccc(OC)c(-n2c(-c3ccc(S(C)(=O)=O)cc3)cc(C=O)c2C)c1	-6.4%	3.8%	0.4%
COCCn1c(SCC(=O)c2ccc3c(c2)OCCO3)nnc1-c1ccoc1C	10.3µM*	6.7%	-6.6%
CCCCN(CC)CCNC(=O)c1cc2cc3ccc(Cl)cc3nc2o1	u	x	-8.6%
O=C(c1ccccc1-c1nc(-c2ccccc2)no1)N1CCCC1	u	0.7%[56.1 µM]	-1.7%
CCOC(=O)CSc1n[nH]c(=O)n1CCc1ccccc1	0.5%	x	u
COC(=O)NCC(C)OC(=O)Nc1cccc(Cl)c1 (stereo unspecified)	-4.5%	6.3%	0.0%
O=C(c1ccccn1)N1CCN(S(=O)(=O)c2ccc(F)cc2)CC1	-4.1%	0.0%	-3.3%
C(=N\Nc1ccccn1)/c1ccc2c(c1)OCCO2	u	7.5%	-8.4%
